H9c2 TAG inh: reduces triacylglycerol accumulation in H9c2 cells; Nile Red lipid (TAG) fluorescence; cells loaded with 200 µM oleic acid; inhibition, % at 12.5 µM; actives 0.66% (n = 230,000); AID 651582;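 active means pattern-corrected inhibition of lipid staining of at least 50% with the nuclear-stain viability signal not falling by more than 50%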;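 further: 0% = DMSO wells and 100% = triacsin C control wells; some results filed as inactive read as strong as hits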
H9c2 TAG inh DAPI viability: also measured in H9c2 TAG inh; calls as there; DAPI nuclei signal change (viability), lower = more cytotoxic, %;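 whole-well DAPI fluorescence read on a plate reader as a viability signal; minus 50 percent equals half of cells still viable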
Active calls of the source: *. Not all compounds are listed, so the mix of outcomes need not match the whole.

structure | H9c2 TAG inh | H9c2 TAG inh DAPI viability
O=C(CCCc1ccccc1)Nc1ccccc1[N+](=O)[O-] | -3.5 | -6.7
Cc1sc2ncnc(N3CCC(C(=O)N(C)CC(=O)Nc4cccc(F)c4)CC3)c2c1C | -51.1 | 8.3
CS(=O)(=O)N(Cc1ccccc1)c1ccccc1C(=O)N1CCN(c2ccccc2)CC1 | -17.3 | -6.5
CN(CC(=O)NCc1ccccc1)CC(=O)Nc1ccc(Cl)c(C(F)(F)F)c1 | 20.3 | -7.6
Cc1ccc(S(=O)(=O)N(C)C[C@H]2Oc3ncc(-c4ccccc4)cc3C(=O)N([C@@H](C)CO)C[C@@H]2C)cc1 | -7.3 | -0.4
CCCCn1c(-c2ccc(F)c(F)c2)nc2cc3[nH]c(=O)c(C(C)C)nc3cc21 | 25.1 | 44.8
Cc1noc(C)c1COC(=O)[C@@H](NC(=O)c1ccccc1)C(C)C | -18.2 | -5.2
Cc1cc(C(=O)NC2CC(C)(C)Cc3c2cnn3-c2cccc(F)c2)nn1C (configuration not stated) | 4.0 | 0.1
O=C(O)CCCC(=O)Nc1cccc2cccnc12 | -6.3 | -5.1
O=C(CN(Cc1ccco1)C(=O)CNS(=O)(=O)c1ccc(Cl)cc1)NCc1ccc(F)cc1 | 1.5 | 2.8
CCOC(=O)N1CCN(S(=O)(=O)c2cc([N+](=O)[O-])c(C)cc2C)CC1 | -0.1 | 7.6
CC1(C)C2CCC(C2)C1(C)N=C1OC(CCl)CS1 (configuration not stated) | -9.7 | 1.6
CCc1ccccc1N1CC(C(=O)Nc2cc(S(=O)(=O)N3CCCC3)ccc2Cl)CC1=O (configuration not stated) | -1.6 | -10.3
NC(=O)C1CCCN(C(=O)c2cccc(S(=O)(=O)N3CCCCCC3)c2)C1 (configuration not stated) | -9.4 | 0.4
O=C(O)C(S)C(S)C(=O)O (configuration not stated) | -15.2 | 3.4
CCOc1ccc(NC(=O)c2c[nH]n3c(=O)cc(C4CCN(C(=O)OC(C)(C)C)CC4)nc23)cc1 | -2.1 | 3.2
CCOC=C1C(=O)N(C(C)=O)c2cc(OC)c(OC)cc21 | -3.4 | 2.6
O=C(NNC(=O)C1CCN(C(=O)Nc2ccccc2)CC1)c1ccc(F)cc1 | -13.7 | -6.5
COCCNc1nc2cc(-c3ccccc3C)sc2c(=O)n1C | 16.0 | 0.8
COc1ccc2oc(C(=O)OCC(=O)NC3CCCC3)c(C)c2c1 | -10.7 | 3.0

The last four compounds of the part above come first, to join the parts.
structure | H9c2 TAG inh | H9c2 TAG inh DAPI viability
CCOC=C1C(=O)N(C(C)=O)c2cc(OC)c(OC)cc21 | -3.4 | 2.6
O=C(NNC(=O)C1CCN(C(=O)Nc2ccccc2)CC1)c1ccc(F)cc1 | -13.7 | -6.5
COCCNc1nc2cc(-c3ccccc3C)sc2c(=O)n1C | 16.0 | 0.8
COc1ccc2oc(C(=O)OCC(=O)NC3CCCC3)c(C)c2c1 | -10.7 | 3.0
COCCN(CCOC)C(=O)N1CCOCC1 | 5.5 | 9.4
COc1cccc(C2c3c(oc4ccc(F)cc4c3=O)C(=O)N2CCCN2CCOCC2)c1 (configuration not stated) | -4.7 | -5.7
CCCCc1ccc(NC(=O)COCC)cc1 | -9.7 | -1.9
C[C@@H]1O[C@@H](OC[C@H]2O[C@@H](Oc3cc(O)c4c(=O)cc(-c5ccc(O)c(O)c5)oc4c3)[C@H](O)[C@@H](O)[C@@H]2O)[C@H](O)[C@H](O)[C@H]1O | 12.3 | 0.6
CCOC(=O)c1sc(N(C)C)nc1-c1ccccc1 | -15.6 | 13.5
CN(CC1CCCO1)S(=O)(=O)c1ccc(C(=O)Nc2nc(-c3ccccn3)cs2)cc1 (configuration not stated) | 2.0 | 0.0
O=C(NCCCn1ccnc1)c1cc(-c2cccc(O)c2)on1 | 2.3 | 8.8
O=C(Nc1cccc(Br)c1)/C(=C\c1cccnc1)NC(=O)c1ccco1 | -0.5 | -12.8
Cc1cc(C)c(C)c(S(=O)(=O)NC(C)C(=O)O)c1C (configuration not stated) | -0.4 | -0.8
CCc1ccc(C(=O)C(C)OC(=O)C2COc3ccccc3O2)cc1 (configuration not stated) | -17.7 | 3.9
CC(C)(C)OC(=O)N1CCN(C(=O)c2[nH]cnc2C(=O)Nc2nccs2)CC1 | 6.8 | -10.5
O=[N+]([O-])c1cccc(/C=N/NC2CCS(=O)(=O)C2)c1 (configuration not stated) | 5.0 | -13.9
CN(CC(=O)Nc1ccc(F)cc1)C(=O)COC(=O)/C=C/c1ccc(OC(F)F)cc1 | 2.2 | -1.2
O=C(/C=C/C(Cl)(Cl)Cl)Nc1ccc(Cl)cc1 | 10.0 | -0.1
CCOC(=O)N1CCN(CC(=O)Nc2c(C(=O)OC)[nH]c3ccc(Cl)cc23)CC1 | 22.0 | -9.4
COc1ccc(CCNC(=O)CN2C(=O)C(=O)N(C3CCCC3)C2=O)cc1OC | -1.4 | 0.6
O=C(CCN1CCCC1)Nc1cccc(Br)c1 | -3.9 | 0.1
O=C(/C=C/c1ccccc1)NCCCNC(=O)/C=C/c1ccccc1 | -6.5 | -33.9
CCCN(C)C[C@@H]1OCc2cnnn2CCCC(=O)N([C@H](C)CO)C[C@H]1C | -11.2 | 6.7
CCc1nc2ccc(C(=O)NCCCN(C)C)cn2c1N(CC)CCOC | 16.0 | 1.0
O=c1sc(N2CCN(c3ccc(F)cc3)CC2)nc2ccsc12 | 27.8 | 6.6
C=CCC1(Cl)C(=O)C(Cl)=C(N2CCN(C)CC2)C1(OC)OC (configuration not stated) | 6.5 | -5.9
O=C1/C(=C/C=C/c2ccco2)SC(=S)N1c1ccc(O)cc1 | -6.7 | -0.1
CC(C)(C)NC(=O)Cn1nnc(-c2ccc(S(C)(=O)=O)cc2)n1 | -8.2 | -5.2
CCCN(CC(=O)Nc1ccccc1C)C(=O)c1ccc(NC2CC2)c([N+](=O)[O-])c1 | 22.7 | -3.5
Cc1cccn2cc(COc3cccc([N+](=O)[O-])c3)nc12 | -13.7 | 12.7
C/C(Cl)=C/Cn1c(N2CCCC2)nc2c1c(=O)n(C)c(=O)n2C | 2.9 | 2.5
N#CCSc1nc2ccccc2o1 | -3.0 | 3.6
CCN(CC)c1ccc(O)c(C=Nc2ccc(C)c(C)c2)c1 | 1.5 | -4.2
N#CC1(NC(=O)COC(=O)CCN=C2NS(=O)(=O)c3ccccc32)CCCCC1 | 3.5 | -2.0
COc1ccc2[nH]c3c(c2c1)CCN1C(=O)C(CC(=O)NCCc2ccccn2)C[C@H](C(=O)N2CCCCC2)[C@@]31C (some centres not stated) | -8.3 | -0.8
CC(C)OC(=O)c1c(NC(=O)c2ccco2)sc2c1CCCC2 | 4.1 | 14.9
CCc1cccc(NC(=O)CCNS(=O)(=O)c2cccc3nonc23)c1 | 8.8 | -2.8
CCN(CC(=O)Nc1c(F)cccc1F)C(=O)c1ccc(S(=O)(=O)N2CCCC2)cc1 | 6.0 | 8.8
Cc1nn(C)c(C)c1Sc1ccc(Br)cc1 | 5.2 | 5.2
O=C(Nc1cccc(F)c1)Nc1ccccn1 | -8.2 | 3.0
Cc1c(NS(=O)(=O)c2ccc(F)cc2)c(=O)n(-c2ccccc2)n1C | 2.2 | -0.8
CC(=O)N(Cc1ccccn1)Cc1ccco1 | 6.4 | -4.6
COc1ccc(Oc2c(Cl)cnn(-c3ccc(F)cc3)c2=O)cc1 | -11.9 | 4.8
S=C1NCCN1CC1CCN(CC2CCCC2)CC1 | 8.9 | 0.3

Carrying on:
Values run as follows: H9c2 TAG inh	H9c2 TAG inh DAPI viability
COc1cc(OC)cc(C(=O)NCC(=O)OCc2nc3ccccc3s2)c1
  -12.3	4.3
CCOC(=O)N1CCN(Cc2ccccn2)CC1
  -0.2	6.5
CC(=O)c1c(C)nc2ccc(Br)cc2c1-c1ccccc1
  -10.4	-1.5
COc1ccc(/C=C/c2cc(C(F)(F)F)on2)cc1
  -9.3	0.6
Cc1cccc(N(CC(=O)Nc2ccccc2-c2ccccc2)S(=O)(=O)c2ccccc2)c1C
  21.1	4.3
CCCC(c1nnnn1Cc1ccccc1)N1CCN(c2ccccc2OC)CC1 (configuration not stated)
  11.3	-11.3
COc1ccc(S(=O)(=O)NCc2cccnc2)cc1C(=O)Nc1ccccc1
  -6.0	-3.1
CNc1nc(Cl)nc(NC(C)(C)C)n1
  2.7	1.8
O=C(O)/C=C/C(=O)Nc1ccccc1-c1ccccc1
  -10.3	14.3
COc1cc(C(=O)OCC(=O)N2CCCCC2C)cc(NC(=O)c2cccs2)c1OC (configuration not stated)
  -1.4	7.0
CCc1c(O)nc(SCc2ccc(F)cc2)[nH]c1=O
  2.1	-7.6
NS(=O)(=O)c1ccc(NC(=S)NCc2ccc3c(c2)OCO3)cc1
  -2.7	-2.8
c1ccc(N2CCN(c3nc4ccccc4[nH]3)CC2)nc1
  2.2	-5.7
O=C(CC1C(=O)NCCN1C(=O)Nc1ccc(C(F)(F)F)cc1)Nc1ccc(F)cc1 (configuration not stated)
  15.8	-2.9
CCN(CC)c1ccc(S(=O)(=O)N2CCOCC2)cc1NC(=O)CSc1n[nH]c(N)n1
  -5.3	-0.2
CCOc1ccc(S(=O)(=O)N/N=C\c2ccc3c(c2)OCO3)cc1
  -14.9	4.1
CCCCNC(=O)C1CCCN(S(=O)(=O)c2c(C)noc2/C=C/c2cccs2)C1 (configuration not stated)
  -9.2	-9.9
Cc1nc2sccn2c(=O)c1S(=O)(=O)NCC(C)c1ccccc1 (configuration not stated)
  2.2	0.8
COc1ccc(-c2[nH]ncc2CN2CCCN(C(=O)c3ccco3)CC2)cc1F
  -10.7	8.7
COc1ccc(-c2c(C#N)c(SCC(=O)Nc3ccccc3)nc3c2CCCC3)cc1
  -75.0	-2.6
C=C1C(=O)c2sccc2C(c2ccc(OC)c(OC)c2)C1COC(C)=O (configuration not stated)
  118.4	-71.2
COC(=O)CCC(=O)NC(=S)Nc1ccc(S(=O)(=O)Nc2cc(C)on2)cc1
  -9.5	6.9
CC(OC(=O)Cn1[nH]c(=O)c2ccccc2c1=O)C(=O)Nc1ccccc1[N+](=O)[O-] (configuration not stated)
  -12.3	-0.6
CCN1C(=O)c2cccc3c(S(=O)(=O)Nc4ccccn4)ccc1c23
  -1.7	6.7
Cc1ccccc1-c1cccc([C@@H]2C[C@H]3[C@H](CON3C)CN2Cc2cc(Cl)cc(Cl)c2)c1
  -13.5	8.0
C#CC1CCCCC1NC(=O)Nc1cnccc1C(F)(F)F (configuration not stated)
  -10.6	12.0
COc1ccc(CCN(C)C(=O)c2c(C)nn(CC(C)C)c2Cl)cc1OC
  0.5	12.3
Cc1ccc(CNC(=O)c2ccc(C)c(S(=O)(=O)N3CCCCC3)c2)cc1
  3.7	-11.0
Cc1ccccc1NC(=O)COC(=O)C1=COCCO1
  5.0	11.3
CC(C)(C)c1ccc(-c2cc(C(=O)NNC(=O)Nc3ccccc3)c3ccccc3n2)cc1
  -16.8	13.4
CC(=O)NC(Nc1c(C)n(C)n(-c2ccccc2)c1=O)C(Cl)(Cl)Cl (configuration not stated)
  -28.0	-0.4
CCNCc1ccc(OCc2ccccc2F)c(OC)c1
  13.9	1.7
COc1ccc2c(CC(=O)Nc3c(C)n(C)n(-c4ccccc4)c3=O)coc2c1
  -23.8	12.9
O=C(Nc1ccccc1)C1=C[C@H](c2ccc3c(c2)OCO3)C[C@H](OCCCCO)O1
  -108.9	-3.7
CCn1ccc(=O)c2cc3c(cc21)OCO3
  -3.7	4.3
COC(=O)CNC(=O)c1nn(-c2cccc(OC)c2)c(=O)c2ccccc12
  7.8	-10.6
CSc1nc(C)c(Cl)c(C)c1C#N
  13.4	-18.7
COc1ccc(-c2n[nH]c(=S)n2Cc2ccccc2)cc1OC
  4.7	-11.2
Cc1cc(C)cc(OCC(=O)OCC(=O)Nc2ccc(Cl)cn2)c1
  -3.5	-2.3
CCCC(=O)Oc1cccc(C2NC(=O)c3ccccc3O2)c1 (configuration not stated)
  5.7	-3.9
CCCCCC(C)NC(=O)CN1C(=O)NC(C)(c2ccc3ccccc3c2)C1=O (configuration not stated)
  8.2	2.6
O=C(NCCCn1ccnc1)c1cc(C2CC2)on1
  -6.6	6.1
COc1cc(C(F)(F)F)nc2c(Br)c(C(C)(C)C)nn12
  1.7	-1.0
CCN(Cc1ccccc1)Cc1ccc(OCc2ccccc2)c(OC)c1
  -6.3	13.9
CC(NC(=O)NC12CC3CC(CC(C3)C1)C2)c1ccc2c(c1)OCO2 (configuration not stated)
  -15.2	-0.6
Cc1cc(Cl)ccc1NC(=O)COC(=O)c1nc2nccc(C)n2n1
  -17.2	8.3
C=CC[C@@H](CC(=O)N[C@@H](CO)Cc1ccccc1)C(=O)N[C@@H](COC(=O)[C@H](CC=C)CC(=O)OC(C)(C)C)Cc1c[nH]c2ccccc12
  10.4	-6.8
CCN(CC)S(=O)(=O)c1ccc(C)c(NC(=O)COc2ccc3c(C)cc(=O)oc3c2)c1
  4.4	-8.3
O=C(Nc1ccc2c(c1)OCO2)c1cc(C2CCCCN2C(=O)c2ccc3c(c2)CCO3)on1 (configuration not stated)
  8.9	-3.0
CCc1ccc(NC(=O)CSc2nc(=O)n(CCCN3CCOCC3)c3c2CCCC3)cc1
  5.4	2.4
Cc1c(Br)cccc1NC(=O)C1(C)CCN1C(C)C (configuration not stated)
  -8.3	-1.0

In another format: 4 of the compounds above.
COC(=O)CNC(=O)c1nn(-c2cccc(OC)c2)c(=O)c2ccccc12
  H9c2 TAG inh: 7.8	H9c2 TAG inh DAPI viability: -10.6
CSc1nc(C)c(Cl)c(C)c1C#N
  H9c2 TAG inh: 13.4	H9c2 TAG inh DAPI viability: -18.7
COc1ccc(-c2n[nH]c(=S)n2Cc2ccccc2)cc1OC
  H9c2 TAG inh: 4.7	H9c2 TAG inh DAPI viability: -11.2
Cc1cc(C)cc(OCC(=O)OCC(=O)Nc2ccc(Cl)cn2)c1
  H9c2 TAG inh: -3.5	H9c2 TAG inh DAPI viability: -2.3

Bioassay records from PubChem BioAssay.
